PPC-1+TRAIL kill = compounds killing PPC-1 cancer cells with TRAIL present, primary screen, TRAIL potentiator project, ATPLite luminescence, uHTS; PPC-1 cells + TRAIL, ATPLite viability luminescence; cell killing (% activity), % at 4 µM; actives 0.41% (n = 220,000);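 active = cell killing above 50% in the first pass at 4 µM, then a duplicate retest at 5 µM averaging 50% or more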;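 note: plate controls were cells with TRAIL plus DMSO for no effect and medium-only wells lacking cells for full effect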
Wee1 degr inh = Wee1 degradation inhibitors, primary screen, cell-based, HeLa, Wee1K328M-luciferase, luminescence | Wee1-like protein kinase (Homo sapiens), P30291 | reporter increase, % at 5 µM | HeLa Luc-Wee1K328M stability; 100% = proteasome inhibitor MG132 effect | actives 1.2% (n = 220,000) | AID 1321, 2008;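 active = activation above the mean of all tested compounds plus 3 SD, set per screening run, cut at about 8.8% in these data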;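 note: cells exposed to compound for 20 h before luminescence read; 0% = DMSO alone and 100% = MG132 at 30 µM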
Target sequence (P30291 whole entry K328M): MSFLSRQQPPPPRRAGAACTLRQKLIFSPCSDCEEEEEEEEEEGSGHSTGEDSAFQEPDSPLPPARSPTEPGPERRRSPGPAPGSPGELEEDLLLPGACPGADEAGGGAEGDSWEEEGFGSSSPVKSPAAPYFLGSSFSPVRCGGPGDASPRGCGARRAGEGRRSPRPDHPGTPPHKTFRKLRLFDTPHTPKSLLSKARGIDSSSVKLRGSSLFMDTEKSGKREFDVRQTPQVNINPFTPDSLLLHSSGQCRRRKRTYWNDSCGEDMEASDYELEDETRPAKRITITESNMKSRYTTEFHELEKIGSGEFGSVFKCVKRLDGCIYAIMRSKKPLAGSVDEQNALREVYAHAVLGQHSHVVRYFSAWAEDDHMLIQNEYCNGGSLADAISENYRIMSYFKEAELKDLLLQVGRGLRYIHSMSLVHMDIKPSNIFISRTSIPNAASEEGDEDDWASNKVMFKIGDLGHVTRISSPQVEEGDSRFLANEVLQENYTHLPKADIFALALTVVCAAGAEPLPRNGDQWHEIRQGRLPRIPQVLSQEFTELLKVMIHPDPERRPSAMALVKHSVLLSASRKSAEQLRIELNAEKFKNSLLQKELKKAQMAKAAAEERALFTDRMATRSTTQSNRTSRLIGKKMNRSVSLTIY
TRPML3 agonist = human TRPML3 channel agonists, primary screen, cell-based, HEK293 TRPML3-YFP, Fluo-8 calcium fluorescence, 3 µM; Mucolipin-3 (Homo sapiens), Q8TDD5; 100% = the carbachol control signal; activation, % at 3 µM; actives 0.29% (n = 220,000); AID 1448, 2008;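 active = activation above its plate's cutoff, the mean activation of the plate's test wells plus 3 SD, cut at about 12% in these data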;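 note: 0% = DMSO only wells and 100% = carbachol wells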
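system = HEK293 cells stably carrying human TRPML3-YFP | doses = one concentration, 3 µM nominal, 0.3% DMSO | timing = dye loading 1 h 37 °C then 30 min ambient, 125 s read | detection = Fluo-8 calcium dye fluorescence, ex 470-495, em 515-575 nm | benchmarks = high control carbachol 87 µM, low control DMSO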
RBBP9 inhibitor = human RBBP9 inhibitors, primary screen, biochemical, fluorescence polarization, FP-Rh probe, HTS | Serine hydrolase RBBP9 (Homo sapiens), O75884 | recombinant RBBP9 | inhibition, % at 7.94 µM | actives 0.2% (n = 220,000) | AID 1515, 2009;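 active = inhibition above the campaign mean of all tested compounds plus 3 SD, cut at about 14% in these data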;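 note: plate controls were DMSO wells with RBBP9 for no effect and wells lacking RBBP9 protein for full effect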
Target sequence (O75884 whole entry, looked up): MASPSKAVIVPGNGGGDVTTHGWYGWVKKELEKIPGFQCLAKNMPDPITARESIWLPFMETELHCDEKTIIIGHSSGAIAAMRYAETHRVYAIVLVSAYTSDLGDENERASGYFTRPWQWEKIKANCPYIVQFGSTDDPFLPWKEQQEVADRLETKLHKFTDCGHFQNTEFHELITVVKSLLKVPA
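Measured by – fluorescence polarization · Test system – RBBP9 protein · Input – 2.5 µM RBBP9 dispensing solution, before mixing · Measure – percent inhibition from mP, scaled between DMSO and no-protein wells · Benchmarks – DMSO-treated enzyme wells and wells lacking RBBP9 · Times – preincubation 30 min plus labeling 45 min at 25 °C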
TNF necrop inh = inhibitors of TNF-alpha triggered necroptosis, primary screen, cell-based, Jurkat FADD-/-, single concentration; actives 0.068% (n = 220,000); Jurkat FADD-/- TNF necroptosis rescue, ATP luminescence, 24 h; 0 = TNF only, 100 = no-TNF cells; activation (protection from cell death), % at 10 µM;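 active = activation, meaning protection from cell death, of at least 50% relative to plate controls; inactive = activation below 50%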;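 note: necroptosis triggered by 40 ng/mL TNF-alpha added together with compound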
TRPN1 ag = zebrafish TRPN1 channel agonists, primary screen, cell-based, HEK293, calcium fluorescence | transient receptor potential cation channel N1 (TRPN1/NompC), Danio rerio | HEK293 zebrafish TRPN1-YFP, Fluo-8 calcium fluorescence; 100% = response to 87 µM carbachol | activation, % at 3 µM | actives 0.18% (n = 220,000) | AID 1424, 2008;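 active = activation above its plate's cutoff, the mean activation of test wells on that plate plus 3 SD, cut at about 19% in these data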;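 note: 0% = DMSO alone and 100% = 87 µM carbachol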
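Material – zebrafish TRPN1-YFP in HEK293 cells · Doses – 3 µM single point · Schedule – dye 1 h 37 °C plus 30 min RT · Signal – Fluo-8 calcium fluorescence, excitation 470-495 nm, emission 515-575 nm · Read-out – % activation versus carbachol response · Control set – carbachol high, DMSO low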
BaF3 parental = parental Ba/F3 cell viability inhibition, counter-screen for JAK2V617F inhibitor project, murine pro-B, CellTiter-Glo luminescence; CellTiter-Glo ATP luminescence; inhibition, % at 5.6 µM; actives 1.1% (n = 220,000); AID 1486, 2009;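 active = inhibition above a per-campaign cutoff, the mean inhibition of all tested compounds plus 3 SD, cut at about 27% in these data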;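 note: 0% = DMSO wells and 100% = JAK Inhibitor I control wells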
CHOP inhibitor = inhibitors of CHOP promoter induction, primary screen, cell-based, unfolded protein response, luciferase reporter. CHO-K1 CHOP-promoter luciferase, tunicamycin-induced, 15-18 h. actives 3.8% (n = 220,000). inhibition, % at 10 µM. AID 2732, 2010;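 active = compounds that reduced the stress-induced luciferase reporter signal by more than about 70% of percent inhibition, limit read from the data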;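 note: 0% = tunicamycin plus vehicle and 100% = wells without tunicamycin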
Ba/F3 V617F tox = reduced viability of JAK2V617F-dependent Ba/F3 cells, primary screen, JAK2V617F inhibitor project, cell-based, Ba/F3 EpoR-JAK2V617F, luminescence; actives 1.1% (n = 220,000); ATP luminescence; AID 1446, 2008; inhibition, % at 5.6 µM;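 active = inhibition above the campaign mean plus 3 SD over all tested compounds, cut at about 24% in these data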;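 note: cytokine-independent growth of Ba/F3 cells driven by EpoR plus mutant JAK2; 0% = DMSO-treated cells and 100% = JAK inhibitor I control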
Numbers without * were called inactive.

SMILES	PPC-1+TRAIL kill	Wee1 degr inh	TRPML3 agonist	RBBP9 inhibitor	TNF necrop inh	TRPN1 ag	BaF3 parental	CHOP inhibitor	Ba/F3 V617F tox
CN(Cc1cc(=O)n2ccsc2n1)Cc1nc2ccccc2c(=O)[nH]1	-1	-1	1.1	4	-0.4	2.1	6	2	0
CCCC1CCC(=NNC(=O)OC(C)(C)C)CC1 (configuration not stated)	12	-4	0.0	-10	-2.2	-0.6	-1	-6	-6
COC(=O)CN(c1ccc(F)cc1)S(=O)(=O)c1ccc2c(c1)OCCO2	-3	1	-0.4	-6	-3.2	-2.0	0	22	-5
CCc1cccc(C)c1NC(=O)CSc1nc2ccccc2n1CC(=O)N(C)C	14	0	-0.3	-4	0.0	-1.1	2	-13	4
CCN(CC)c1ccc2cc(C(=O)Nc3ccccn3)c(=O)oc2c1	47	6	0.1	-1	4.4	1.7	1	34	-3
CCOC(=O)NC(=O)c1cn(CCN(C)C)c(=O)[nH]c1=O	16	-3	0.4	-8	4.3	1.1	4	44	4
CCC1(C)Cc2ccccc2C(=O)N1 (configuration not stated)	4	-2	0.1	-6	4.5	-0.1	-3	6	-3
CCOc1cc(C2C3=C(CCCC3=O)NC3=C2C(=O)CCC3)ccc1OCCO	5	-1	1.4	-2	1.0	0.4	2	9	2
COc1cc(CC(=O)O)c([N+](=O)[O-])cc1OC	1	-2	1.2	-10	0.0	-1.1	-2	9	0
CCNC(=O)C1CC(=O)N(c2ccc(OCC)cc2)C1 (configuration not stated)	27	0	0.8	9	1.2	1.2	2	-17	-2
Cc1nn(-c2ccccc2)c2nc(N)c(C#N)c(-c3ccc(F)cc3)c12	12	-1	0.9	-4	0.4	0.2	3	-3	-2
COc1ccccc1/C=C/C=N/NC(=O)c1ccco1	16	0	0.4	-6	0.2	0.8	-1	-14	-3
O=C(N/N=C/c1ccc(Cl)cc1)c1n[nH]c2c1CCCC2	4	2	0.9	-3	-17	3.4	71*	-63	75*
CCOc1ccccc1NC(=O)c1ccc(NC(=O)c2ccco2)cc1	29	2	1.0	-8	-1.7	-0.9	1	10	-3
CSc1nncn1/N=C/c1ccccc1F	8	-2	0.8	-6	-1.3	1.0	8	-15	5
C=CCN(CC=C)C(=S)NC(=O)c1ccc(OC)c(Br)c1	26	-3	0.3	1	-2.2	1.0	2	-31	-3
O=C(Nc1cccc(C(F)(F)F)c1)N1CCN(C(=O)Nc2cccc(C(F)(F)F)c2)CC1	20	-1	0.9	-8	2.1	0.4	3	-4	-2
CCOc1ccccc1-c1cc(C(=O)N/N=C/c2ccc3c(c2)OCO3)c2ccccc2n1	7	0	0.4	7	-0.5	-1.1	2	-3	-2
CC(C)COC(=O)n1c(=O)oc2cc(S(=O)(=O)N3CCCCC3)ccc21	-21	-1	1.5	-9	-3.4	7.0	2	58	-4
O=C(NC12CC3CC(CC(C3)C1)C2)C1CCCN1C(=O)NC1CCCCC1 (configuration not stated)	-6	0	0.1	-8	-0.7	0.5	7	-1	-1
NC(=O)c1cc(N2C(=O)C3CC=CCC3C2=O)ccc1N1CCCCC1 (configuration not stated)	-12	-1	1.7	-6	0.0	2.6	0	11	1
COc1ccc2c(c1)c1nc3n(c(=O)c1n2CC(=O)Nc1cc(C)[nH]n1)CCS3	26	0	0.8	0	23	0.2	10	-1	0
COc1cc(Cn2cnnn2)ccc1O	11	1	-0.4	-7	0.5	2.9	4	8	0
COc1ccc(N2CCN(C(=O)CCN3C(=O)C4C5C=CC(C5)C4C3=O)CC2)cc1 (configuration not stated)	16	2	1.0	-10	0.4	0.6	3	19	3
FC(F)(F)c1nc2ncc(Cl)cc2[nH]1	8	-1	1.1	-6	1.4	-0.7	-1	36	-2
Cc1ccc(C(=O)Nc2cc([N+](=O)[O-])ccc2C)cc1	5	-1	0.3	-9	0.1	-1.0	2	4	0
Brc1ccccc1C1=Nn2c(nnc2-c2ccco2)SC1	3	5	-0.2	-4	-3.0	-0.4	3	19	-4
CCc1ccc(C(=O)COC(=O)CNC(=O)c2cccs2)cc1	11	-3	-1.7	-11	-0.8	-1.7	-1	23	-4
Cc1cccc(OCC(=O)N/N=C2/SCC(=O)N2Cc2ccco2)c1	-22	0	-0.1	-1	0.9	-1.2	2	2	1
Cc1cc(/C=C2/NC(=O)NC2=O)c(C)n1-c1sc2c(c1C#N)CCCC2	23	0	0.2	1	-3.9	-0.9	2	30	-1
O=C(Nc1ccc2sccc2c1)c1cccc(N2C(=O)CCC2=O)c1	1	15*	1.7	-2	0.4	1.8	6	-5	2
O=C(COC(=O)c1cccc(Oc2ccccc2)c1)NCc1ccco1	6	2	-1.2	-1	-1.5	-2.4	1	-7	-3
CCCn1c(SCC#N)nc2c(c1=O)C1(CCCC1)Cc1ccccc1-2	1	0	-0.7	2	0.4	-0.5	3	40	5
CCCC(=O)Nc1nnc(SCC(=O)NCc2cccs2)s1	20	-1	0.3	-6	-0.9	0.4	2	3	2
COc1cccc(OCc2cc(/C=N/Nc3ccc(C(=O)O)cc3)ccc2OC)c1	-15	-4	0.0	-4	-9.0	-1.0	-3	19	9
COc1ccc2cc(C(=O)C3CCCN(C(=O)CCc4ccccn4)C3)ccc2c1 (configuration not stated)	2	1	1.1	-4	4.8	1.4	9	57	2
CCCCCOC(=O)NCC(O)c1ccccc1 (configuration not stated)	10	2	-0.9	9	1.8	-0.2	2	-23	2
COc1cccc2cc(C(C)N(CCCN3CCOCC3)C(=S)Nc3cc(C)ccc3C)oc12 (configuration not stated)	-3	14*	1.0	0	1.9	0.7	1	37	3
Cc1nc(NC(=O)C2CCCCC2)sc1C	17	-1	0.7	-9	1.5	-0.1	7	12	-1
O=C(CN1C(=O)NC2(CCc3ccccc32)C1=O)Nc1ccc(N2CCOCC2)cc1 (configuration not stated)	13	-2	0.7	-1	1.7	1.4	4	-6	-3
COc1cc(OC)c(C#N)c(S(=O)Cc2ccccc2)c1 (configuration not stated)	-6	6	0.2	-1	-1.4	0.4	-1	22	-3
COc1ccc(-c2cc(-c3cccs3)c(C#N)c(SCC(=O)NCc3ccccc3OC)n2)cc1	9	-1	1.2	-2	0.2	0.6	-4	14	-1
O=C1CCc2cc(S(=O)(=O)NC(Cc3ccccc3)C(=O)NCC3CCCO3)ccc2N1 (configuration not stated)	36	0	0.5	-8	-0.2	-0.1	4	12	-1
O=C(Nc1ccccc1)c1ccc(NCCN2C(=O)CCC2=O)c([N+](=O)[O-])c1	23	-1	0.9	-3	0.5	0.8	2	-18	-3
CCOC(=O)c1cc(C(C)(C)C)n(CCCN2CCOCC2)c1C	10	6	1.0	4	2.4	1.9	2	0	-5
COc1cccc2cc(/C(C)=N/Nc3nc(-c4cc(C)ccc4C)cs3)c(=O)oc12	-8	-1	0.6	-10	-4.8	0.0	5	8	3
CC(NC(=O)c1ccco1)C(c1cccs1)N1CCN(c2ccc(F)cc2)CC1 (configuration not stated)	2	2	0.0	-2	1.3	-0.4	-3	30	-2
CN(C)c1ccc(NC(=O)Nc2cccc(Cl)c2)cc1	22	1	2.9	5	2.2	5.1	6	22	-2
Cc1ccc(C)c(/C=N/n2cc(-c3ccccc3)[nH]c2=S)c1	1	4	0.5	-9	-5.6	-2.5	5	-30	0
COC(=O)CN(c1cc(OC)ccc1OC)S(=O)(=O)c1ccc(OC)c(OC)c1	-6	-2	-0.1	-11	-0.4	0.2	1	6	2
CCN(CC)C(=O)CN1C(=O)C2CC=C(Cl)CC2C1=O (configuration not stated)	7	0	0.7	-4	-0.6	1.3	1	17	-2
CN(CCC#N)C(=O)COC(=O)/C=C/c1ccc2c(c1)OCO2	-6	2	0.3	0	0.4	1.2	7	-9	2
COc1cc(OC)cc(-c2nc(=S)n3ccsc3n2)c1	-2	0	0.6	1	0.2	0.7	2	26	-6
Cn1c(=O)n(C)c2cc(NC(=O)c3ccccc3[N+](=O)[O-])c(Br)cc21	12	0	-0.5	-2	-0.3	0.6	4	3	1
CC(C)NC(=O)NC(=O)COC(=O)c1ccc(F)cc1F	22	-3	0.4	-3	2.0	-0.2	5	1	-3
O=S(=O)(c1ccc(-c2ccon2)s1)N1CCN(c2ccccn2)CC1	6	-1	0.5	-8	-0.1	0.6	2	16	2
O=C(/C=C/c1ccccc1)NC1CCS(=O)(=O)C1 (configuration not stated)	23	8	0.7	2	1.5	0.3	4	-7	-1
CCCCSc1nc2ccc(Nc3nc(N4CCOCC4)nc(N4CCOCC4)n3)cc2s1	4	3	0.7	-5	2.6	0.5	-2	-22	-4
COc1ccc(-c2nc(/C=C3\C(C)=Nc4ccccc43)c(O)o2)cc1	-1	-2	1.1	7	-1.9	1.9	9	6	4
CCOC(=O)CSc1nc2ccccc2c(=O)n1NC(=O)c1ccccc1	25	3	0.9	-9	-0.7	-0.2	2	-15	-1

Next part; the last two above are carried over.
SMILES	PPC-1+TRAIL kill	Wee1 degr inh	TRPML3 agonist	RBBP9 inhibitor	TNF necrop inh	TRPN1 ag	BaF3 parental	CHOP inhibitor	Ba/F3 V617F tox
COc1ccc(-c2nc(/C=C3\C(C)=Nc4ccccc43)c(O)o2)cc1	-1	-2	1.1	7	-1.9	1.9	9	6	4
CCOC(=O)CSc1nc2ccccc2c(=O)n1NC(=O)c1ccccc1	25	3	0.9	-9	-0.7	-0.2	2	-15	-1
O=C1CN(C(=O)CSc2nncn2-c2ccccc2)c2ccccc2N1	0	1	0.8	-8	-3.8	1.1	7	0	2
O=c1oc2ccc(Br)cc2cc1S(=O)(=O)c1ccc(F)cc1	-1	1	0.2	-7	0.7	-0.7	7	21	4
CCc1sc(NC(=O)CCC(=O)O)nc1-c1cc2ccccc2oc1=O	-1	-1	0.7	-3	-0.1	0.7	3	-4	2
CCn1c(SCC(=O)N2CCOCC2)nc2oc3c(Cl)cc(Cl)cc3c(=O)c2c1=O	10	-1	1.5	3	3.8	3.0	3	-66	1

High-throughput results as filed in PubChem.
